High-throughput results: PubChem BioAssay, The Scripps Research Institute Molecular Screening Center
GBA enhancer – enhancers of human beta-glucosidase activity in Gaucher fibroblasts; activation, % at 10 µM; actives 0.44% (n = 30,000); AID 784; L444P Gaucher fibroblasts, 4-MU-glucoside fluorescence, 3 days; P04062; in the data active = activation above about 65%;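 also: 0% = vehicle wells and 100% = positive control wells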
Target sequence (P04062 whole entry L483P): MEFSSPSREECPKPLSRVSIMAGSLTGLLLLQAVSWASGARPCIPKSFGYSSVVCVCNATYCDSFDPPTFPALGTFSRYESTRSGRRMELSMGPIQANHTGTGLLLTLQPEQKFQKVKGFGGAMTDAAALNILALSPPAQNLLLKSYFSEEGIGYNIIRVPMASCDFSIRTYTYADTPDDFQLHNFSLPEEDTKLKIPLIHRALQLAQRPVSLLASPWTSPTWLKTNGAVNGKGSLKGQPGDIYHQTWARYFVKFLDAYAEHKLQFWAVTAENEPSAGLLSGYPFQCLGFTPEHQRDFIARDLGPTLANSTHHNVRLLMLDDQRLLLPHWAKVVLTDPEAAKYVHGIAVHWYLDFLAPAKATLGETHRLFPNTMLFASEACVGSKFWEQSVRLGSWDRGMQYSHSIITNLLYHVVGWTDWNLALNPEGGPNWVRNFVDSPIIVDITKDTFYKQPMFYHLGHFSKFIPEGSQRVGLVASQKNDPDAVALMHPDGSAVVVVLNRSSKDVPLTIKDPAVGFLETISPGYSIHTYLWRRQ
An asterisk follows results filed as active.

item	Molecule	GBA enhancer
1	Nc1ccc(S(=O)(=O)c2ccc(N)cc2)cc1	-8
2	CCC(=O)Nc1cccc(-c2cn3ccsc3n2)c1	2
3	CS(=O)(=O)N1CCc2cc(C(=O)N3CCCCC3)ccc21	-8
4	O=C1CN(C(=O)COC(=O)C23CC4CC(CC(O)(C4)C2)C3)c2ccccc2N1	-19
5	Cc1nc2ncnn2c(C)c1CCC(=O)O	-2
6	CC(C#N)On1c(SC(C)C#N)nc2ccccc2c1=O (stereo not given)	-21
7	Cc1ccc2cccc(S(=O)(=O)N3CCN(c4cccc(Cl)c4)CC3)c2n1	-13
8	CC(C)Sc1nnc([C@@H]2CCCN2C(=O)OC(C)(C)C)o1	-29
9	O=C(Cn1cnc2c(oc3ccccc32)c1=O)N1CCN(c2ccccc2)CC1	-4
10	O=S(c1ccsc1)c1ccsc1	3
11	COC(=O)c1ccc(CSc2nc3c(cnn3-c3ccc(C)cc3)c(=O)[nH]2)o1	4
12	CCS(=O)(=O)N1CCC(C(=O)NCc2ccco2)CC1	23
13	CCOC(=O)N1CCN(S(=O)(=O)c2ccc3[nH]c(=O)sc3c2)CC1	46
14	COc1ccc(OC)c(NC(=O)C2CCCN(S(=O)(=O)c3c(C)noc3C)C2)c1 (stereo not given)	3
15	CCOc1ccc(C(=O)Nc2ccc(NC(=O)c3ccco3)c(Cl)c2)cc1Br	-94
16	Cc1cccc(OCC(O)Cn2c(=N)n(CCN3CCOCC3)c3ccccc32)c1 (stereo not given)	-3
17	CCOC(=O)C1CCN(c2c(NCc3ccc(C(=O)NCCC(C)C)cc3)c(=O)c2=O)CC1	8
18	O=C(CSc1nc2ccccc2s1)NCCCN1CCOCC1	-1
19	Cc1occc1-c1nnc(SCC(=O)Nc2ccccc2)n1C(C)c1ccccc1 (stereo not given)	-15
20	C=CCSc1nncn1/N=C/c1ccc(OC)cc1	-17
21	COCCn1c(=N)c(C(=O)NCCc2ccccc2)cc2c(=O)n3cccc(C)c3nc21	9
22	CCOC(=O)Nc1ccc2c(c1)N(C(=O)CN1CCN(C)CC1)c1ccccc1S2	-29
23	Cc1ccc(-n2ncc3c(=O)n(CC(=O)N4CCCc5ccccc54)cnc32)cc1C	6
24	O=C(CN(CCc1ccccc1)C(=O)Cn1nnc(-c2cccs2)n1)NCc1ccco1	-9
25	COc1ccc(OC)c(C2N(c3ccc(Cl)cc3)C(=O)C3CCCN32)c1 (stereo not given)	-9
26	Cc1ccc2cc(CN(CCCO)S(=O)(=O)c3cccc4nsnc34)c(=O)[nH]c2c1C	-16
27	O=C(CNS(=O)(=O)c1ccc(Br)s1)N1CCC(N2CCCCC2)CC1	0
28	O=C1c2ccccc2C(=O)N1CCc1nc2ccccc2c(=O)n1CCCn1ccnc1	-20
29	O=C(OCCN=C1NS(=O)(=O)c2ccccc21)C1CC(=O)N(c2ccc(Cl)cc2)C1 (stereo not given)	-3
30	CCOCCN1CCN(c2c(C)c(C)nc3cc(-c4cc(OC)cc(OC)c4)nn23)CC1	-2
31	N=c1ccccn1CC(O)COc1ccccc1 (stereo not given)	-7
32	O=C1CC(NC23CC4CC(CC(C4)C2)C3)C(=O)N1c1ccc2c(c1)OCO2 (stereo not given)	-16
33	CCOc1ccc(C(F)(F)F)cc1NC(C)=O	-14
34	CC1Cc2ccccc2N1C(=O)CSc1nc2cc3c(cc2cc1C#N)OCO3 (stereo not given)	-15
35	COc1ccc(CCNC(=O)CSC2=Nc3ccccc3C3=NC(C(C)C)C(=O)N23)cc1OC (stereo not given)	-3
36	CC(=O)Nc1ccc(S(=O)(=O)NCCC(=O)OCCN2C(=O)c3ccccc3C2=O)cc1	-8
37	O=C(Nc1cccnc1)c1ccc(Br)s1	25
38	CCC(=O)N1CC2(C)CN(C(=O)CC)CC(C)(C1)C2	8
39	O=C(COc1cccc2cccnc12)Nc1nccs1	-7
40	CCCc1c(O)nc(SCc2ccccc2)[nH]c1=O	-20
41	CN(c1ccc(C(=O)NCc2ccccc2)cc1)S(C)(=O)=O	-33
42	CN1CCN(CCCNc2nc3ccccc3c3nc(-c4ccccc4)nn23)CC1	18
43	CC1(C)CC2CC(C)(CN2c2ncnc3ccccc23)C1 (stereo not given)	-3
44	O=C(CCc1c[nH]c2ccccc12)NCC1CCCO1 (stereo not given)	15
45	CCN(CC)S(=O)(=O)N1CCC(C(=O)NC(C)CCc2ccccc2)CC1 (stereo not given)	2
46	CC1(C)CC(=O)C(C(C2=C(O)CC(C)(C)CC2=O)c2cccnc2)C(=O)C1 (stereo not given)	46
47	O=C(COC(=O)c1ccncc1)NCc1ccccc1	-8
48	O=C(O)c1cc(O)c2c(c1)C(=O)c1cccc(O)c1C2=O	-30
49	CCOc1ccc(N2C(=O)CC(N(O)c3ccccc3)C2=O)cc1 (stereo not given)	21
50	Cc1sc2ncnc(Sc3nnc4sc5ccccc5n34)c2c1C	-15

Continued:
item	Molecule	GBA enhancer
51	O=C(O)C1CC=CCC1C(=O)NCc1ccccc1 (stereo not given)	7
52	CC(=O)Nc1ccc(NC(=O)Cn2c(CC(=O)N3CCCC3)nc3ccccc32)cc1	3
53	CC(=O)C1C(c2ccco2)c2c(noc2C)CC1(C)O (stereo not given)	-8
54	CC(=O)N1C(c2ccccc2)CC(=O)OC1c1ccc2c(c1)OCO2 (stereo not given)	-12
55	Cn1nnc(NCc2cc(Br)ccc2OCc2cccs2)n1	-2
56	CCN(CC)CCN1C(=O)c2oc3ccccc3c(=O)c2C1c1ccc(C)cc1 (stereo not given)	-36
57	CCOC(=O)C1CCN(C(=O)c2cc(OCC)c(OCC)c(OCC)c2)CC1	-9
58	CC(C)(C)c1cc(Cc2ccccc2)[nH]n1	-9
59	CCOc1ccc2c(c1)cc(CN(C(=O)CC)C1CCCCC1)c1nnnn12	-4
60	CCOC(=O)C1CCN(C(=O)C2CC(=O)N(c3ccc(C)cc3)C2)CC1 (stereo not given)	-8
61	COc1ccc(N2CCN(C(=O)c3ccc(S(=O)(=O)N4CCOCC4)cc3)CC2)cc1	5
62	O=C(Nn1cnc2ccccc2c1=O)c1ccc(F)cc1Cl	11
63	OCn1ncn(-c2ccccc2)c1=S	4
64	CCc1nc(-c2cc3ccc(C)cc3[nH]c2=O)no1	-12
65	CC(=O)N1CCc2cc(S(=O)(=O)NC(CC(C)C)C(=O)Nc3ccc4c(c3)OCCO4)ccc21 (stereo not given)	1
66	CC(C)Cc1ccc(C#N)c(SCC(N)=O)n1	-4
67	O=C(CS(=O)(=O)Cc1ccccc1)Nc1nc2ccccc2s1	0
68	CCCS(=O)(=O)Nc1c(C(=O)O)[nH]c2ccccc12	-6
69	Cc1oc(C)c(C(=O)NCCCC(=O)O)c1C(=O)NCCCC(=O)O	24
70	CC1Cc2ccccc2N1C(=O)COC(=O)C1=COCCO1 (stereo not given)	-32
71	COCCSc1ccccc1C(=O)Nc1nccs1	-14
72	Cc1ccsc1C1C=C(c2cccc(Br)c2)Nc2ncnn21 (stereo not given)	-4
73	COCC(C)n1c(C)cc(C(=O)COC(=O)c2oc3ccccc3c2C)c1C (stereo not given)	-13
74	O=C(CNS(=O)(=O)c1ccc(Br)s1)NCc1ccc2c(c1)OCO2	12
75	COc1cc(NC(=O)c2c(-c3ccccc3Cl)noc2C)c2ncccc2c1	14
76	COc1cc(NC(=O)Cc2ccccc2OC)cc(OC)c1	-22
77	Cc1oc(-c2cc(Cl)ccc2Cl)cc1-c1nn2c(C)nnc2s1	-39
78	Cc1ccc(N2CC(C(N)=O)CC2=O)cc1 (stereo not given)	-1
79	CN1CCN(S(=O)(=O)c2cccc(S(=O)(=O)c3ccc(Cl)c(Cl)c3)c2)CC1	-2
80	CCOc1cc(S(=O)(=O)N2CCN(Cc3ccccc3)CC2)ccc1Br	-5
81	O=S(=O)(Nc1ccccn1)c1ccc(Oc2ccccc2)cc1	-4
82	Cc1ccccc1C(=O)N(C)Cc1ccccc1	-2
83	S=C(c1ccc(N2CCOCC2)cc1)N1CCOCC1	5
84	COc1ccc(C(CC(=O)O)NS(=O)(=O)c2ccc(C)cc2)cc1OC (stereo not given)	0
85	CCn1c(C(O)c2ccc(C)cc2)nc2ccccc21 (stereo not given)	-26
86	Cc1csc(NC(=O)CSCC(=O)Nc2ccccc2)n1	-19
87	CCOC(=O)Cn1nnnc1CN(Cc1ccc(OC)cc1)Cc1cc2cc(C)cc(C)c2[nH]c1=O	3
88	CC(=O)c1ccc(NC2OC(C)C(O)C(O)C2O)cc1 (stereo not given)	-36
89	O=C(CNC(=O)c1ccco1)NCCCc1ccccc1	-1
90	COCc1nnc(NC(=O)CCCOc2ccccc2)s1	2

2 compounds picked at random from those above, as already listed:
item	Molecule	GBA enhancer
36	CC(=O)Nc1ccc(S(=O)(=O)NCCC(=O)OCCN2C(=O)c3ccccc3C2=O)cc1	-8
80	CCOc1cc(S(=O)(=O)N2CCN(Cc3ccccc3)CC2)ccc1Br	-5

Additional records follow.
item	Molecule	GBA enhancer
91	O=C(O)c1ccc(NC(=O)C2(c3ccccc3)CCOCC2)cc1	-3
92	CC(C)CC(c1nnnn1C(C)C)N1CCN(c2cccc(Cl)c2)CC1 (stereo not given)	-30
93	CCn1cc(CN(C)C(=O)CSc2nc(-c3ccco3)cc(C(F)(F)F)n2)c(C)n1	-6
94	NS(=O)(=O)c1cc2c(cc1C(F)(F)F)NCNS2(=O)=O	-13
95	CCSc1nc2c(c(=O)[nH]1)C(c1ccncc1)C(C(=O)OC)=C(C)N2 (stereo not given)	-6
96	O=C(OCc1nc2ccccc2s1)c1cccs1	17
97	CCN1C=C(C(=O)OC)C(c2cccc(C)c2)C(C(=O)OC)=C1	-29
98	NC1=NC(c2cccc(O)c2)n2c(nc3ccccc32)N1 (stereo not given)	-24
99	CCOC(=O)N1CCN(S(=O)(=O)c2ccc3c(c2)OCC(=O)N3)CC1	-21
100	CCOc1ccc(N(CC(=O)NC(C)(C)C)C(=O)c2ccco2)cc1	0
101	O=C(Cc1ccc(F)cc1)OCC(=O)c1cc2ccccc2o1	-13
102	CC(C(=O)Nc1ccc(N2CCOCC2)cc1)N1C(=O)c2ccccc2C1=O (stereo not given)	-10
103	CC1=Nn2c(nc(-c3ccccc3)c2-c2ccccc2)N(CC(N)=O)C(=O)C1	-45
104	Cc1ccc2c(c1)c1ncnc(N3CCc4ccccc4C3)c1n2C	1
105	O=C(Nc1cccc(C(F)(F)F)c1)C1CCN(S(=O)(=O)c2cnc[nH]2)CC1	-9
106	Cc1ccc(NC(=O)CCN2CCN(C/C=C/c3ccccc3)CC2)cc1C	-35
107	c1cncc(C(c2nnnn2C2CCCC2)N2CCCC2)c1 (stereo not given)	-15
108	COc1ccc(C2C(C(=O)c3sc(C)nc3C)=C(O)C(=O)N2CCCn2ccnc2)cc1 (stereo not given)	0
109	CCOc1ccc(NC(=O)CN(C)S(=O)(=O)c2cccs2)cc1	-53
110	O=c1c2c(nc3c(-c4cccc(Br)c4)c[nH]n13)CCCC2	-6
111	Cc1ccc(S(=O)(=O)Nc2ccc3c(c2)nc2n3CCN(Cc3ccccc3)C2)cc1	-24
112	Cn1ccnc1SCC(=O)NC1CCCCC1	-5
113	O=C(c1ccccc1)c1ccc(OC(=O)N2CCOCC2)cc1	-2
114	O=C(NCCCn1ccnc1)c1cnn2c1NC(c1ccccc1)CC2C(F)(F)F (stereo not given)	14
115	COc1ccc2c(c1OC)C(=O)OC2C1c2c(cc3c(c2OC)OCO3)CCN1C (stereo not given)	-31
116	CCC(Oc1ccccc1)C(=O)Nc1ccccn1 (stereo not given)	12
117	CCn1c(Cc2ccccc2)nnc1SCc1nc2ccccc2c(=O)[nH]1	-28
118	O=c1c(-c2ccccc2)n[nH]c2ccccc12	-28
119	COc1ccccc1C1SCCN1S(C)(=O)=O (stereo not given)	-3
120	Nc1nc(-c2ccccc2)cc(-c2ccccc2O)n1	-5
121	N#CCCN(C(=O)Nc1ccc(Cl)cc1)c1ccccc1	-44
122	COc1ccc(S(=O)(=O)Nc2ccccc2C(F)(F)F)cc1	-9
123	CCOC(=O)C1CCN(c2c(NCCCN3CCN(Cc4ccccc4)CC3)c(=O)c2=O)CC1	-42
124	O=C(CSc1nnnn1-c1ccc(F)cc1)NC1CCCCC1	-14
125	COc1ccc(-c2nc(CSCC(=O)NCC3CCCO3)c(C)o2)cc1OC (stereo not given)	-26
126	Cc1nc2ncnn2c(C)c1CCC(=O)NC(C)CCc1ccco1 (stereo not given)	-27
127	CCCn1c(SCC(=O)NCCc2ccccc2)nnc1-c1ccccn1	3
128	O=C1OC(NC(=O)c2ccccc2)C(n2cc(CO)nn2)=C1Cl (stereo not given)	-34
129	C=CCn1cnc2scc(-c3ccccc3)c2c1=O	-8
130	O=C(Nc1nccs1)c1ccc(Br)o1	-6

Entries listed so far containing a tert-butyl group:
item	Molecule	GBA enhancer
8	CC(C)Sc1nnc([C@@H]2CCCN2C(=O)OC(C)(C)C)o1	-29
58	CC(C)(C)c1cc(Cc2ccccc2)[nH]n1	-9
100	CCOc1ccc(N(CC(=O)NC(C)(C)C)C(=O)c2ccco2)cc1	0

Additional entries
item	Molecule	GBA enhancer
131	CCCn1c(SCC(=O)NCCc2ccccc2)nnc1-c1cccnc1	-11
132	NC(=O)c1oc2ccccc2c1NC(=O)c1ccco1	-12
133	CC1(C)CC(=O)CC(C)(C)N1OC(=O)c1ccccn1	-19
134	COCCNC(=O)C(c1ccccc1)N(CCOC)C(=O)Cn1nnc2ccccc21 (stereo not given)	-7
135	CC1CCC/C(=C\Nc2ccc(O)cc2)C1=O (stereo not given)	-4
136	COC(=O)c1cc(CSc2nc3ccc(C)cc3[nH]2)oc1C	-35

Part of the list above, with each value named:
131) CCCn1c(SCC(=O)NCCc2ccccc2)nnc1-c1cccnc1
  GBA enhancer: -11

132) NC(=O)c1oc2ccccc2c1NC(=O)c1ccco1
  GBA enhancer: -12

133) CC1(C)CC(=O)CC(C)(C)N1OC(=O)c1ccccn1
  GBA enhancer: -19

134) COCCNC(=O)C(c1ccccc1)N(CCOC)C(=O)Cn1nnc2ccccc21 (stereo not given)
  GBA enhancer: -7

This is a subset. The share of hits here may be higher or lower than overall.
